# Bioassay records as filed in PubChem BioAssay.
# NOD2 RIPK2 PPI: inhibitors of human NOD2-RIPK2 interaction | O43353 | CHO BLA complementation NOD2-RIPK2, CCF4 ratio | inhibition, % at 4.98 µM | 360,000 tested, 0.38% active | AID 624267; in the data active = inhibition above about 21%;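 also: 0% = vehicle only and 100% = reference blocker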
# TRAIL sens C8: sensitizes caspase-8 expressing cells to TRAIL. inhibition (viability loss, TRAIL sensitization), % at 10 µM. NB7+C8 cells + TRAIL, ATPlite viability luminescence. 360,000 tested, 1% active;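 active = compounds causing at least 50% loss of cell viability in the single-dose screen, relative to plate controls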
# NR2F2 inh: inhibitors of human COUP-TFII (NR2F2) | AID 686940 | P24468 | 370,000 tested, 0.7% active | inhibition, % at 8.6 µM | HEK293T NGFI-A luciferase reporter, luminescence;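 active = inhibition above a per-plate cutoff, mean inhibition of test wells between control levels plus 3 SD, cut at about 38% in these data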;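 also: cells cotransfected with COUP-TFII expression vector driving the NGFI-A reporter; 0% = median of COUP-TF2 test wells and 100% = reporter-only cells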
# NR5A2 inv ag: inverse agonists of human LRH-1 (NR5A2). O00482. HEK293T StAR-luciferase reporter, LRH-1 transfected, 24 h. inhibition, % at 3.6 µM. 360,000 tested, 0.13% active. AID 602396;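 active = inhibition above the mean inhibition of all tested compounds plus 3 SD, cut at about 73% in these data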;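 also: 0% = DMSO wells and 100% = reporter-only cells lacking LRH-1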
# SRC2 inh: inhibits human steroid receptor coactivator 2. HEK293 GAL4-SRC2 luciferase reporter, luminescence. AID 651957. Q15596. inhibition, % at 9 µM. 370,000 tested, 0.17% active;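 active = inhibition above the mean inhibition of all tested compounds plus 3 SD, set per campaign, cut at about 52% in these data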;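 also: 0% = DMSO treated cells and 100% = cells given Gossypol at 36 µM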
# Vif imaging: HIV Vif inhibition; HEK293T cells, Vif self-association by quenched fluorescence, imaging, 24 h; inhibition, % at 7.49 µM; 340,000 tested, 0.35% active; AID 602346; in the data active = inhibition above about 50%, passing the limit was not always enough; also: some results filed as inactive read as strong as hits
# SRC3 inh: inhibitors of human steroid receptor coactivator 3 (SRC3) | Q9Y6Q9 | HEK293 GAL4-SRC3 luciferase reporter, luminescence | inhibition, % at 3.6 µM | 360,000 tested, 0.17% active | AID 588352;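 active = inhibition above a per-campaign cutoff, the mean of all compounds plus 3 SD, cut at about 60% in these data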;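 also: 0% = DMSO-treated cells and 100% = gossypol-treated cells at 36 µM; higher means less SRC3-driven luciferase light from the GAL4 reporter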
# LMP1 NFkB inh: Epstein-Barr LMP1 NF-kappaB reporter inhibition. LMP1-induced NF-kappaB luciferase reporter cells, luminescence. inhibition, % at 12.5 µM. 350,000 tested, 0.69% active; in the data active = inhibition above about 41%;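 also: 0% = neutral control wells and 100% = reference inhibitor control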
# TLR9-MyD88 block: inhibitors of human TLR9-MyD88 binding; Q9NR96+Q99836; CHO BLA complementation TLR9-MyD88, CCF4 FRET ratio; inhibition, % at 4.98 µM; 340,000 tested, 0.21% active; AID 504734;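 active = inhibition above the mean over all tested compounds plus 3 SD, cut at about 21% in these data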;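 also: 0% = DMSO only wells and 100% = clavulanate BLA inhibitor control wells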
# TROY NFkB inh: blocks TROY-dependent signaling in reporter cells; Q293 LMP1-TROYcd NF-kB luciferase reporter, 4 h; inhibition, % at 10 µM; 360,000 tested, 0.98% active;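 active = compounds whose plate-normalised and pattern-corrected inhibition of the luciferase reporter signal at the single screening dose is 50% or more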
# SRC1 inh: inhibitors of human steroid receptor coactivator 1 (SRC1). inhibition, % at 3.6 µM. Q15788. AID 588354. HEK293 GAL4-SRC1 luciferase reporter, luminescence. 360,000 tested, 0.12% active;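 active = inhibition above the campaign mean plus 3 SD, with each screening campaign given its own cutoff, cut at about 60% in these data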;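 also: 0% = DMSO treated cells and 100% = gossypol at 36 µM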
# Target sequence (Q15788 whole entry, looked up, the tested form may be a part): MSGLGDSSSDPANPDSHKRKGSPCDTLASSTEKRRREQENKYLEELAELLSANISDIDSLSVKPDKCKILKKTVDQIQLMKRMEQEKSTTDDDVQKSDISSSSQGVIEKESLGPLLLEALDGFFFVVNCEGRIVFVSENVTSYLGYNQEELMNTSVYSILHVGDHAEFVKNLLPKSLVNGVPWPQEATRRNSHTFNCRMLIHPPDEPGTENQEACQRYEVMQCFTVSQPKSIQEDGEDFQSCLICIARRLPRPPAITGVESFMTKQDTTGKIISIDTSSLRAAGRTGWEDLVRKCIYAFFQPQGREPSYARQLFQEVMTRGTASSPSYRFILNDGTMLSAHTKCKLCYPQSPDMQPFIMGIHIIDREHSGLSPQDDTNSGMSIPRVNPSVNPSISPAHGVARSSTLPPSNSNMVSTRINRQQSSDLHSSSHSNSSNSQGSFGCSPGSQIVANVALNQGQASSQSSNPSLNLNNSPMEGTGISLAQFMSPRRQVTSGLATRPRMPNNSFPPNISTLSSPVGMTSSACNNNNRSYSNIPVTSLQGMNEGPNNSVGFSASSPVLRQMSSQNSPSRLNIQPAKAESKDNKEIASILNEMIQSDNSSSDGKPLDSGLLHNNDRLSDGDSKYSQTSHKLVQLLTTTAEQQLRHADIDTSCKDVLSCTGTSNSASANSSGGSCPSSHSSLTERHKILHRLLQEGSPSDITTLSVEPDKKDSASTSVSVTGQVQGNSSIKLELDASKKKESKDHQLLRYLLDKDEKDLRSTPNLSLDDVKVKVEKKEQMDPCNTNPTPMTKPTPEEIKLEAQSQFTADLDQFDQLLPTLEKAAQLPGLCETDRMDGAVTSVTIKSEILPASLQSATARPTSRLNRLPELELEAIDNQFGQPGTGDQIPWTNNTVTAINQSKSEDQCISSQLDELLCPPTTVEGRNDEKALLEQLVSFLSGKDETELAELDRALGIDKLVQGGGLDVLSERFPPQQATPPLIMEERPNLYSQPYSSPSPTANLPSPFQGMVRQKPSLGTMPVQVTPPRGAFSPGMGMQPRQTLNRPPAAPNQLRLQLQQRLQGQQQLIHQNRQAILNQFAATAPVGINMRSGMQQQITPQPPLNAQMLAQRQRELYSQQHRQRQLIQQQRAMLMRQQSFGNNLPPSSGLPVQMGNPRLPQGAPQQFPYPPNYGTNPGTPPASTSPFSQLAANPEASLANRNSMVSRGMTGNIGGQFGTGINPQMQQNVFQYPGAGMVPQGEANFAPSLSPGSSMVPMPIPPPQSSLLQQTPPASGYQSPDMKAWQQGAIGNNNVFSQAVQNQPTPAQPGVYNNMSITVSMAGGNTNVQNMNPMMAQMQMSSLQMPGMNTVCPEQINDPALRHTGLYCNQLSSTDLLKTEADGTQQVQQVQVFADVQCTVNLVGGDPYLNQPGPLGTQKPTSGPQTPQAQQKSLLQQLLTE
# * hit, by the source's call; · = no result given. Only part of the results is shown, so the mix of outcomes need not match the whole.
# Values in the order – NOD2 RIPK2 PPI	TRAIL sens C8	NR2F2 inh	NR5A2 inv ag	SRC2 inh	Vif imaging	SRC3 inh	LMP1 NFkB inh	TLR9-MyD88 block	TROY NFkB inh	SRC1 inh
CCCCn1c(C(C)NC(=O)COC)nc2ccccc21 (centres undefined)
→ -2	-6	3	-2	-2	0	5	-14	-7	-2	6
Cc1nc(NC(=O)CN(C)S(=O)(=O)c2ccc(Cl)cc2)sc1C
→ -21	0	6	-9	17	-2	0	-1	-5	-3	5
CN1CCN(C2CCN(c3ccc(Nc4nnc(Cl)c(Nc5ccccc5S(C)(=O)=O)n4)c(OC(CF)CF)c3)CC2)CC1
→ -1	3	-4	-2	17	-4	-11	-6	1	-7	0
COc1ccc(NC(=O)CNS(=O)(=O)c2cccs2)cc1
→ -3	-4	-10	-15	-46	19	-12	-14	5	-12	-8
COc1ccc2nc(SCC(=O)C(C)(C)C)[nH]c2c1
→ -2	3	-34	-93	-101	1	-41	-17	1	-47	-95
O=C(COC(=O)c1ccccc1SCC(=O)N1CCCC1)NC1CCCCC1
→ -7	-27	-18	15	-29	11	6	-3	1	23	-6
Cc1occc1C(=O)NNC(=O)CN1C(=O)NC2(CCCCC2)C1=O
→ -7	-7	11	-3	9	-6	1	1	1	-3	-9
Cc1ccc(C(=O)Nc2nc(-c3ccc([N+](=O)[O-])cc3)cs2)o1
→ -7	-5	12	3	2	-2	9	0	-3	-9	-7
Cc1ccccc1N(CC(=O)NC(C)(C)C)C(=O)CS(=O)CC(=O)Nc1ccc2c(c1)OCO2 (centres undefined)
→ -2	-7	6	2	-27	3	5	-1	4	-7	-14
Clc1ccc(C2=CSC3=NCCN23)cc1Cl
→ 3	-1	-10	14	10	·	-2	-5	11	-5	-9
COc1ccc(C2=NCCn3c2c2ccc(C(F)(F)F)cc2[n+]3[O-])cc1
→ -6	-1	-11	-9	3	-3	-4	-4	8	-26	-12
CC(=O)c1c(C)[nH]c(C(=O)OCC(=O)Nc2ccc([N+](=O)[O-])cc2Cl)c1C
→ -25	-4	-7	-1	-5	1	19	0	1	0	-5
CCc1ccccc1NC(=O)Cn1nc(C(F)(F)F)cc1C1CC1
→ -3	-4	5	12	-24	-6	-19	-4	11	24	-13
COC(=O)c1cc(OC)c(OC)cc1N
→ -4	-14	-24	-15	-2	7	7	0	-10	-20	7
O=C(NC1CCCC1)C(C1CC1)n1c(-c2ccncc2)nc2ccccc21 (centres undefined)
→ -1	28	-3	-3	1	·	·	·	·	·	·
Cc1cccc(S(=O)(=O)NC(=O)C2(C)CCN2C(=O)Cc2cccs2)c1 (centres undefined)
→ -7	-14	5	-23	-17	9	-5	·	·	1	-15
O=C(CSCc1c(F)cccc1F)Nc1ccccc1
→ -4	9	-36	-87	-32	4	-47	-22	-11	-50	-72
O=C(CSc1ccccc1)Nc1ccccc1N1CCOCC1
→ -9	0	-17	-29	-1	9	19	-5	0	3	-1
CCC1CCC/C1=N\NC(=O)c1ccccc1Cl (centres undefined)
→ -6	7	-3	-32	-27	6	5	·	·	-31	-31
CCCCN(C)CCCNC(=O)c1cc(Nc2ccc(OC)c(OC)c2)nc2ccccc12
→ 2	0	-13	-19	5	8	-8	-18	4	7	-9
CC(=O)c1ccc(OCc2cc(C(=O)N(C)Cc3nc4c(C)cccc4[nH]3)no2)cc1
→ 8	16	7	0	7	-6	21	1	4	10	-9
O=C(c1cc(Br)c(Br)s1)N1CCN(c2ccccn2)CC1
→ 3	12	11	-19	-29	-4	3	-3	-6	11	11
O=C(Nc1ccc(Cl)cc1)c1csc(COCCO)n1
→ 0	1	4	-54	-5	-5	-61	·	·	-34	-34
CCOc1ccc(NC(=O)CSc2ccccc2N)cc1
→ 5	9	-5	17	-36	-6	-40	-33	-5	-16	-18
Cc1cc(C(=O)CN2C(=O)C(=O)N(CCC3=CCCCC3)C2=O)c(C)n1C
→ 5	0	-1	-27	-44	0	-6	-1	2	11	-13
O=C(Nc1ccccn1)c1ccc(NC(=O)c2ccco2)cc1
→ -1	33	-42	-106	-37	-5	-62	-19	-3	-8	-121
Nc1ccc(S(=O)(=O)NNC(=O)C(=O)NNc2ccccn2)cc1
→ -5	-8	-6	-10	-3	-16	12	3	2	20	0
COc1ccc(NC(=O)C(C2CC2)n2c(=O)c(-c3ccco3)nc3ccccc32)cc1 (centres undefined)
→ -9	-5	-2	14	8	·	·	·	·	·	·
COc1cc(CNc2ncnc3c2ncn3[C@H]2CN(Cc3cccc4ccccc34)C[C@@H](CO)O2)cc(OC)c1OC
→ -14	11	-7	0	12	0	4	·	·	18	7
CC(OC(=O)CNC(=O)c1sc2ccccc2c1Cl)C(=O)NC1(C#N)CCCCC1 (centres undefined)
→ -1	-3	-9	15	23	10	14	3	-3	-5	5
O=C(CNC(=O)Cc1ccc(Cl)cc1)NCC(=O)N1CCCCC1
→ -12	5	3	12	2	4	16	-1	-6	-6	8
O=[N+]([O-])c1ccc(N2CCN(c3ccc(O)cc3)CC2)cn1
→ -2	13	4	4	11	-1	14	-12	4	-25	16
Nc1ccc(S(=O)(=O)N2CCCc3ccccc32)cc1
→ -10	26	7	25	7	-1	-19	7	-6	-4	5
Cc1nn(Cc2ccc(F)cc2)c(C)c1NC(=O)c1cccnc1Cl
→ 4	5	-6	23	-12	-6	25	0	0	6	15
O=C(COc1ccc2oc(-c3ccccc3)cc(=O)c2c1)Nc1ccccc1
→ 1	19	17	19	-2	1	3	5	3	-14	-2
N#CC1(P(=O)(c2ccccc2)c2ccccc2)CCCC1
→ 1	1	-4	9	-9	-4	4	-3	2	-33	0
CS(=O)(=O)c1ccc(Cl)c(NC(=O)COC(=O)C23CC4CC(CC(C4)C2)C3)c1
→ 7	3	-14	-12	-5	-1	-18	-7	-3	13	1
Cc1cccc(C(=O)OCC(=O)NC(C)CCc2ccccc2)c1 (centres undefined)
→ 4	-11	3	0	12	0	9	2	2	-4	7
Cc1cccc(C(=O)Nc2cccnc2Cl)c1
→ 0	4	13	-23	8	2	-1	2	7	-10	-8
S=C(NCc1ccc(Cl)cc1)Nc1ccc(Cl)cc1Cl
→ 5	-8	15	2	-15	-7	7	-4	4	10	3
FC(F)(F)c1ccc(/C=N/n2c(COc3ccccc3)n[nH]c2=S)cc1
→ -1	-11	-1	16	10	3	4	-3	-3	-9	-2
Cc1c(-c2ccccc2)sc(N)c1C(=O)N1CCOCC1
→ -2	-10	12	-4	2	22	14	2	-8	-23	-3
COc1ccc(N2C(=O)CSC2c2cccc(F)c2)c(OC)c1 (centres undefined)
→ -2	5	8	-10	-36	0	15	-5	-18	11	-12
Cc1cccc(C)c1NC(=O)C(C)N1CCCC1 (centres undefined)
→ -5	-13	-18	-12	0	-6	1	-80	-6	12	14
O=C(Cn1ccnc1[N+](=O)[O-])NCc1ccccc1
→ -3	0	-44	-5	-18	-2	-18	0	-2	4	-4
Cc1cc(C)nc(SCCCNCc2c(F)cccc2Cl)n1
→ 1	-7	0	-6	-11	-5	-27	9	-2	-11	-8
CN(C)Cc1nnnn1-c1ccccc1
→ -11	-9	19	13	1	-3	29	-9	5	-20	-15
O=C(NNc1cccc(Cl)c1)c1cccnc1Oc1ccccc1
→ 0	-1	-7	9	0	1	11	-18	-4	4	-17
COC(=O)c1ccccc1NC(=O)C1CC=CCC1C(=O)O (centres undefined)
→ -7	15	2	8	26	·	-13	-1	0	11	-1
CCc1cc(=O)oc2c3c(cc(OCC(=O)NCc4ccccn4)c12)OC(C)(C)CC3
→ -7	29	-8	15	1	-2	4	0	-8	-1	-11
O=C(CN1C(=O)c2ccccc2S1(=O)=O)Nc1ncccn1
→ -5	22	-11	6	-1	21	-16	3	1	-69	6
CN(C)CCCNC(=S)NCCNc1nc2cc3c(cc2cc1C#N)OCO3
→ -12	-18	-6	-9	-14	3	9	-5	3	-16	3
O=c1[nH]nc(Cc2ccc(Cl)cc2Cl)c2ccccc12
→ -4	0	-1	22	-10	-8	20	9	-2	25	9
CN1CCN(C(=O)C2CCC(CNS(=O)(=O)c3cccc4cccnc34)CC2)CC1 (centres undefined)
→ 3	0	-14	18	-18	8	10	-7	-1	-9	6
CCC(=NCCc1ccc(OC)c(OC)c1)c1ccccc1O
→ 1	-22	10	18	5	-2	2	-3	-4	-8	3
CCOC(=O)Oc1ccc2c(=O)c(Oc3cc(C)cc(C)c3)coc2c1
→ 5	-32	21	-2	-12	6	20	6	-3	2	-20
OCCC1CN(Cc2cccc3c2OCO3)CCN1C1CCCCC1 (centres undefined)
→ -4	-1	11	10	2	3	7	7	6	-14	-20
NC(=O)C1(N2CCCCC2)CCN(C(=O)c2ccc(C#CC3(O)CCCCC3)cc2)CC1
→ 1	-11	9	14	3	1	29	8	7	5	2
CCN(CC)CCCNc1nc2cc(OC)c(OC)cc2c2nc(-c3ccccc3)nn12
→ -8	11	-23	-4	-103	0	-5	-12	-9	-22	8
CC(C)(C)NC(=O)NC(=O)COC(=O)COc1ccc2c(c1)CCC2
→ -4	-20	2	-8	-6	-10	10	-4	7	-5	-1

# More records.
# Values in the order – NOD2 RIPK2 PPI	TRAIL sens C8	NR2F2 inh	NR5A2 inv ag	SRC2 inh	Vif imaging	SRC3 inh	LMP1 NFkB inh	TLR9-MyD88 block	TROY NFkB inh	SRC1 inh
COc1ccc(COc2ccc(S(=O)(=O)N3CCCC3)cc2C(N)=O)cc1F
→ -10	2	23	-9	-18	21	-2	-2	1	-4	6
O=C(CCc1[nH]c2ccccc2c1Sc1ccccc1)NCCO
→ 2	-2	15	-18	27	-5	12	1	4	5	2
CN(CC(=O)Nc1ccccc1C(F)(F)F)C(=O)c1cccc(-n2cccc2)c1
→ 0	9	-3	-19	13	2	-6	1	-5	15	-11
O=C(NCc1ccc(F)cc1)C1CCN(S(=O)(=O)c2cccc3nonc23)CC1
→ -6	-3	11	5	-25	25	1	-3	-15	3	13
COC(=O)c1cnc2c(C(F)(F)F)cccc2c1OC
→ -2	7	3	4	-27	·	-4	1	-7	15	-4
O=C(COc1cccnc1[N+](=O)[O-])Nc1ncc(Cl)cc1Cl
→ -1	-4	8	-1	-52	·	-44	-9	5	-24	-12
COc1ccc(-c2nnc(SCC(=O)Nc3ccccc3OC)o2)cc1
→ 5	19	-22	-84	-59	2	-42	-26	9	-35	-56
CC1CC(=O)N(CC(=O)Nc2cccc(F)c2)c2ccccc2S1(=O)=O (centres undefined)
→ -4	-2	20	-18	17	-1	-11	-5	-3	3	-22
O=[N+]([O-])c1cc(S(=O)(=O)N2CCCC2)ccc1O
→ -15	-3	-3	-2	12	-4	22	-3	6	-19	-3
Cn1cc(/C=C(\NC(=O)c2ccccc2)C(=O)N2CCOCC2)c2ccccc21
→ -11	-15	-18	-3	-3	12	-15	-6	1	11	-17
Cc1ccccc1OCCn1c(=S)[nH]c2c(N)ncnc21
→ 8	-3	11	-7	0	-5	-3	-7	-6	-9	15
